High-throughput results deposited in PubChem by Southern Research Specialized Biocontainment Screening Center.
inhibitors of VEEV: inhibitors of VEEV TC-83 cytopathic effect, confirmation, Vero cells (AID 588727). inhibition, % at 20 µM; hits with a dose series show IC50 in µM. Vero cells, VEEV TC-83 cytopathic effect inhibition; higher % means a stronger effect. 350,000 tested, 0.13% active; in the data active = a potency from the dose series; inconclusive = inhibition mostly from about 14% at the one dose, without a potency; inactive = the rest, 99 in 100 with inhibition below about 12%; note: strong numbers were not always called active
influenza NS1A: H1N1 influenza NS1A inhibitors, functional cell based assay (AID 504329) | NS1A functional cell-based assay, percent inhibition; higher % means a stronger effect | inhibition, % at 12.5 µM, or IC50 in µM where a hit was titrated | 340,000 tested, 0.3% active; in the data active = a potency from the dose series; inconclusive = inhibition above about 27% without an active follow-up result; note: strong numbers were not always called active
PhoP GFP inhibition: PhoP regulon inhibitors, Salmonella typhi PhoP promoter GFP reporter, confirmatory (AID 1850) | Salmonella Typhi PhoP-promoter GFP reporter, fluorescence, 4 h; higher % means a stronger effect | one-dose inhibition, % at 50 µM; IC50 in µM for titrated hits | 310,000 tested, 0.33% active; in the data active = a potency from the dose series; inconclusive = inhibition mostly from about 25% at the one dose, without a potency; inactive = the rest, 99 in 100 with inhibition below about 19%;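 note: 0% = induced wells with vehicle and 100% = uninduced wells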
M. tuberculosis HTS: M. tuberculosis growth inhibition, HTS (AID 449762) | M. tuberculosis H37Rv growth inhibition, 7H9 media; higher % means a stronger effect | one-dose inhibition, % at 25 µM; IC50 in µM for titrated hits | 330,000 tested, 0.59% active; in the data active = a potency from the dose series; inconclusive = inhibition above about 70% without an active follow-up result;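 note: bacterial growth assessed after seven days of incubation; strong numbers were not always called active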
tuberculosis growth: growth inhibition of non-replicating M. tuberculosis (AID 488890). Mycobacterium tuberculosis non-replicating, growth inhibition; higher % means a stronger effect. inhibition, % at 25 µM; hits with a dose series show IC50 in µM. 320,000 tested, 0.39% active; in the data active = a potency from the dose series; inconclusive = inhibition mostly from about 82% at the one dose, without a potency; inactive = the rest, 99 in 100 with inhibition below about 76%;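 note: plate controls were DMSO cells for no effect and high antibiotic wells for full effect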
inhibitors of VEEV 10K pilot screen: further read-out of inhibitors of VEEV, marked with its call; inhibition, %; measured here: 10K pilot screen inhibition
An asterisk follows results filed as active; i = inactive; ? = inconclusive; · = no result given.

SMILES	inhibitors of VEEV	influenza NS1A	PhoP GFP inhibition	M. tuberculosis HTS	tuberculosis growth	others
Cc1nc([N+](=O)[O-])c(Br)n1CC(=O)c1ccc2ccccc2c1	7.6%	3%	-2%	2.1µM*	7.5µM*
O=C(CCn1c(=O)oc2ccccc21)n1c(=O)oc2ccccc21	0.2%	14%	4%	-5%	-7%
O=C(CN1CCN(c2ccc(F)cc2)CC1)NCC1CCCO1 (stereo unspecified)	0.1%	-3%	-1%	-10%	-8%
O=C1NC(c2ccccc2)CCO1 (stereo unspecified)	0.1%	12%	-17%	0%	-18%
Cc1csc(NC(=O)CSc2ccc([N+](=O)[O-])cn2)n1	9.1%	-7%	5%	?	?
Cc1cc(C)n(CC(O)Cn2ccc3ccccc32)n1 (stereo unspecified)	i	12%	0%	1%	2%
S=C(NCc1cccnc1)Nc1cccc2ccccc12	2.5%	-1%	-3%	3%	75%
OCC1(Cc2ccccc2)CCCN(Cc2ccc3c(c2)OCCO3)C1 (stereo unspecified)	i	12%	-6%	-1%	-6%
COc1ccc(Cl)cc1NC(=O)CN(C)C(=O)c1cc2ccccc2cc1OC	7.6%	-1%	-3%	53%	13%
CCOc1cc(C(=O)Nc2cc3c(cc2N2CCOCC2)n(C)c(=O)n3C)cc(OCC)c1OCC	3.6%	1%	-3%	5%	4%
CC(=O)Nc1nnc(-c2ccc3c(c2)CCCC3)o1	1.3%	-17%	11%	56%	·
CCN=C1S/C(=C\c2cn(CC(=O)NCc3ccco3)c3ccccc23)C(=O)N1CC	7.4%	4%	2%	-4%	-10%
CCOc1ccc(-n2c(Cc3cc(=O)[nH]c(=O)[nH]3)nnc2SC(C)C(=O)OC)cc1 (stereo unspecified)	0.4%	1%	-3%	1%	·
O=c1c2cnn(-c3ccc(F)cc3)c2ncn1Cc1ccc(F)cc1	2.6%	8%	-24%	-3%	26%
COc1ccc(Cl)cc1-c1nc(SCC(=O)N(C)CCC#N)n[nH]1	6.3%	-10%	5%	1%	5%

The list goes on; the last 6 above are carried over.
SMILES	inhibitors of VEEV	influenza NS1A	PhoP GFP inhibition	M. tuberculosis HTS	tuberculosis growth	others
CCOc1cc(C(=O)Nc2cc3c(cc2N2CCOCC2)n(C)c(=O)n3C)cc(OCC)c1OCC	3.6%	1%	-3%	5%	4%
CC(=O)Nc1nnc(-c2ccc3c(c2)CCCC3)o1	1.3%	-17%	11%	56%	·
CCN=C1S/C(=C\c2cn(CC(=O)NCc3ccco3)c3ccccc23)C(=O)N1CC	7.4%	4%	2%	-4%	-10%
CCOc1ccc(-n2c(Cc3cc(=O)[nH]c(=O)[nH]3)nnc2SC(C)C(=O)OC)cc1 (stereo unspecified)	0.4%	1%	-3%	1%	·
O=c1c2cnn(-c3ccc(F)cc3)c2ncn1Cc1ccc(F)cc1	2.6%	8%	-24%	-3%	26%
COc1ccc(Cl)cc1-c1nc(SCC(=O)N(C)CCC#N)n[nH]1	6.3%	-10%	5%	1%	5%
Cc1ccccc1CNC(=O)CN(c1cccc([N+](=O)[O-])c1)S(C)(=O)=O	0.8%	-13%	-5%	3%	-4%
CCN(CC)CC(=O)NCC1(c2ccccc2)CCCC1	i	-2%	5%	-3%	2%
Nc1nc2ccccc2cc1S(=O)(=O)c1ccccc1	6.5%	-4%	13%	-1%	3%
COc1cc(OC)cc(C(=O)Nc2cc(-c3cn4cccnc4n3)ccc2C)c1	1.3%	-1%	1%	0%	12%
Cc1cccc(-n2c(N)c(C(=O)N3CCN(C)CC3)sc2=S)c1	1.0%	1%	8%	-2%	31%
CN(CC(=O)Nc1ccc(Cl)cc1)C(=O)CCc1ccccc1	i	-8%	8%	-1%	23%
COc1cc(/C=N/NC(N)=S)ccc1OCc1ccc(C)cc1	6.6%	3%	6%	?	?
O=C(c1ccc(OC2CCN(C/C=C/c3ccccc3)CC2)cc1)N1CCCCC1	i	-5%	-11%	1%	65%
O=C(c1ccccc1)N1N=C(c2ccccc2O)CC1c1ccc(Br)cc1 (stereo unspecified)	0.7%	-3%	-10%	-5%	-18%
O=C(c1cc2cc(F)ccc2[nH]1)N1CCN(c2cccc(Cl)c2)CC1	0.2%	22%	5%	0%	2%
O=C(Nc1nc(-c2ccccc2)cs1)c1cccc([N+](=O)[O-])c1	3.8%	5%	0%	20%	-5%
Cn1c(O)c(/C=C2\C=Nc3ccc(Br)cc32)c(=O)n(C)c1=O	i	8%	-9%	-2%	21%
CCC(c1nc2ccccc2c(=O)n1CCCn1ccnc1)N1C(=O)c2ccccc2C1=O (stereo unspecified)	1.0%	-6%	-9%	6%	10%
Cc1ccc(S(=O)(=O)c2cc3cc(Br)ccc3oc2=O)cc1	i	5%	-5%	-2%	-6%
CC(C)NC(=O)Nc1ccc2c(c1)C(=O)N([C@H](C)CO)C[C@H](C)[C@@H](CN(C)S(=O)(=O)c1ccc(F)cc1)O2	2.6%	5%	·	-9%	8%
CC(=O)c1c(C)nc2ccc(Cl)cn12	0.9%	5%	-10%	1%	·
COc1ccccc1CNC(=S)Nc1ccc(S(N)(=O)=O)cc1	i	25%	3%	-8%	24%
CS(=O)(=O)N1CCC(Oc2ccccc2C(=O)NC2CCCCCC2)CC1	i	-7%	-17%	-11%	10%
O=c1c2ccccc2c(C=NCc2ccccn2)c(O)n1-c1ccccc1Cl	5.4%	-3%	1%	10%	73%
O=C1CC(SC(=NCc2ccc3c(c2)OCO3)Nc2ccccc2)C(=O)N1 (stereo unspecified)	2.1%	3%	8%	1%	9%	inhibitors of VEEV 10K pilot screen=1.6
CCCn1c(N)c(C(=O)CSc2nnnn2-c2ccc(O)cc2)c(=O)n(C)c1=O	1.2%	3%	3%	-7%	11%
COc1ccc(OC)c(CCNC(=O)c2ccc(CS(=O)(=O)c3ccc(Br)cc3)o2)c1	7.9%	-6%	-2%	13%	23%
COc1cccc(C2c3c(oc4ccccc4c3=O)C(=O)N2CCCN(C)C)c1OC (stereo unspecified)	1.2%	2%	-9%	-2%	1%
CCN(CC)S(=O)(=O)c1cccc(C(=O)Nc2ccc(C#N)cc2)c1	1.3%	1%	2%	-27%	13%
Nn1c(-c2ccccc2Cl)nnc1-c1ccccc1Cl	1.4%	48%	-2%	-9%	9%
Fc1ccc(-c2cc3nc(-c4ccccc4)cc(N4CCN(CCN5CCOCC5)CC4)n3n2)cc1	0.8%	-17%	-5%	·	·
CN(CC(=O)Nc1ccc(F)c(F)c1F)C(=O)C1CCCO1 (stereo unspecified)	0.1%	10%	-4%	-1%	-6%
CCN1CCN(C(=O)C(=O)c2c(C)[nH]c3ccccc23)CC1	0.4%	5%	1%	2%	-6%
CCN1CCN(C(=O)c2cc3cc([N+](=O)[O-])ccc3oc2=O)CC1	0.8%	-11%	-7%	-3%	-1%
CCOC(=O)c1[nH]c2ccc(OC)cc2c1NC(=O)CN1CCC2(CC1)OCCO2	8.9%	4%	7%	3%	15%

Two entries drawn at random from those above:
SMILES	inhibitors of VEEV	influenza NS1A	PhoP GFP inhibition	M. tuberculosis HTS	tuberculosis growth	others
CCOC(=O)c1[nH]c2ccc(OC)cc2c1NC(=O)CN1CCC2(CC1)OCCO2	8.9%	4%	7%	3%	15%
CCN1CCN(C(=O)C(=O)c2c(C)[nH]c3ccccc23)CC1	0.4%	5%	1%	2%	-6%

(list continues)
SMILES	inhibitors of VEEV	influenza NS1A	PhoP GFP inhibition	M. tuberculosis HTS	tuberculosis growth	others
CCOc1ccc2nc(SCC(=O)NC3CC3)sc2c1	4.7%	1%	-12%	-10%	?
O=c1c(C(c2ccc(O)cc2)c2c(O)nc3n(c2=O)CCS3)c(O)nc2n1CCS2	0.2%	-8%	-5%	-1%	0%
COc1cccc(NC(=O)COc2ccccc2C(N)=O)c1	2.2%	11%	-1%	-2%	7%
Cc1nn(Cc2ccccc2)c(C)c1C=C1C(=O)NC(=S)NC1=O	13%	-3%	-17%	9%	-30%
Cc1ccc(C(=O)Cn2c(N3CCOCC3)nc3c2c(=O)n(C)c(=O)n3C)cc1	i	-3%	-5%	-7%	-9%
O=C(CSc1nc2ccccc2o1)N/N=C/c1ccccc1C(=O)O	0.3%	-2%	6%	3%	47%
c1ccc(CSc2nnc(-c3ccccc3)c(-c3ccccc3)n2)cc1	i	2%	9%	5%	7%
CCN1CCN(C(=O)C(C)Sc2nnc3nc(C)cc(C)n23)CC1 (stereo unspecified)	1.2%	-8%	·	11%	11%
CCCn1c(NC(=O)CN2C(=O)NC3(CCCCC3)C2=O)nc2ccccc21	9.4%	-10%	-4%	-11%	-22%
CC(C)(C)C(=O)N1CCN(c2ccc(NC(=O)c3ccc([N+](=O)[O-])o3)cc2)CC1	3.5%	-3%	-11%	<0.2µM*	?
Cc1ccc(S(=O)(=O)N2CCN(C(C)CC(=O)O)CC2)cc1 (stereo unspecified)	1.9%	-6%	1%	-1%	-1%
CCCC(=O)Nc1nnc(CCN2CCCCC2)s1	2.4%	-11%	-3%	-4%	7%
CCOC(=O)c1cc(-c2ccccc2)nn1CC1CC(c2cccnc2)=NO1 (stereo unspecified)	3.8%	0%	-1%	-4%	-12%
O=C(Nc1cccc2c1CCCC2)c1cc([N+](=O)[O-])cc([N+](=O)[O-])c1	0.7%	2%	-11%	-1%	3%
Cc1ccc(C)c(NC(=O)c2nnn(Cc3ccccc3)c2N)c1	0.8%	-2%	-14%	1%	9%
O=C(N/N=C/c1ccc(Cl)cc1)C(=O)N1CCCCCC1	0.8%	-4%	17%	2%	2%
CCC(NC(=S)NCc1ccc(F)cc1)c1ccc(C)cc1 (stereo unspecified)	i	-5%	-7%	-6%	15%
O=C(Nc1nc2ccc(S(=O)(=O)N3CCCC3)cc2s1)c1ccccn1	1.4%	6%	-3%	67%	?
CN(C)S(=O)(=O)c1ccc(/C(O)=C2/C(=O)C(=O)N(Cc3cccnc3)C2c2ccncc2)cc1 (stereo unspecified)	1.5%	-7%	-9%	7%	7%
CC(C)n1cc(/C=C(\C#N)S(=O)(=O)c2ccccc2)c2ccccc21	7.2%	-3%	2%	9%	6%
O=C(O)CCCC(=O)Nc1ccc(Br)cc1	1.5%	-3%	-2%	-9%	4%
COC(=O)c1sccc1N/N=C(\C)c1ccc(F)c(Cl)c1	i	3%	0%	2%	1%
O=C(NCc1ccc2c(c1)OCO2)c1ccc(Cl)nc1	1.6%	-9%	1%	-3%	65%
CCOc1ccc(CCNC(=O)CSc2cc(=O)n(C)c3ccccc23)cc1OCC	i	-1%	-2%	-1%	-7%
COc1cc(OC)c(C(=O)C=Cc2ccc(OC)c(OC)c2)c(OC)c1	7.8%	-9%	·	·	·
O=C(Nc1cccc(S(=O)(=O)NCc2ccco2)c1)c1cc(-c2ccccc2)nc2ccccc12	11%	6%	4%	-1%	4%
Cc1nn2c(CN(C(=O)c3ccco3)c3ccccc3)nnc2c2ccccc12	7.0%	-2%	·	·	·
CC1=NN(c2ccc(S(=O)(=O)O)cc2Cl)C(=O)C1	0.1%	-10%	3%	5%	-3%
O=C(Cn1ncc(Cl)c(Cl)c1=O)N1CCc2ccccc21	?	4%	·	·	·
Cc1nnc(NC(=O)c2ccc(Br)cc2)s1	0.5%	10%	-4%	-1%	5%	inhibitors of VEEV 10K pilot screen=0.4
C[C@@H](CN=[N+]=[N-])CN1CC[C@H](NC(=O)OCc2ccccc2)CCC1=O	1.0%	2%	1%	0%	7%
COc1ccc(CNC(=O)c2cccc(NC(=O)CC3SC(N4CCCCC4)=NC3=O)c2)cc1 (stereo unspecified)	i	-1%	·	1%	8%
CCOc1ccc(CC(=O)NC2CCN(Cc3ccccc3)CC2)cc1	i	-8%	-2%	-1%	6%
CCOC(=O)c1ccccc1N/C=C/C(=O)c1cccs1	4.9%	-1%	11%	1%	56%

Rows are unselected; any-hit rate near 1.6%.
